# BH1578 lux ind = inducers of Vibrio cholerae quorum light production without autoinducers, primary screen, BH1578 luxS cqsA deficient, single point; activation, % at 18.7 µM; 0.16% of 350,000 active; V. cholerae BH1578 lux reporter, luminescence, 6 h; in the data active = activation mostly above about 9.7%, no sharp cut-off; inconclusive = no clear call, values can overlap the other calls; inactive = mostly below about 3.7%; note: not every result past the cut was called active; inactives centre near 0; reference of the scale not given here
# FadD28 FP inh = inhibitors of FadD28 bisubstrate probe binding, primary screen, biochemical, fluorescence polarization, single point; inhibition, % at 12.5 µM; AID 588549, 2011; Mycobacterium tuberculosis FadD28 fatty-acid-AMP ligase; 0.22% of 360,000 active; in the data active = inhibition above about 8.5%, passing the limit was not always enough; inconclusive = no clear call, values can overlap the other calls
# UGM FP inh = M. tuberculosis UGM enzyme inhibitors, primary screen, biochemical, fluorescence polarization, single point | 0.06% of 320,000 active | inhibition, % at 10 µM | AID 504406, 2011 | UDP-galactopyranose mutase (Mycobacterium tuberculosis (strain ATCC 25618 / H37Rv)), … | purified UGM, fluorescence polarization probe displacement; in the data active = inhibition above about 10%, passing the limit was not always enough; inconclusive = no clear call, values can overlap the other calls
# Target sequence (P9WIQ1 whole entry, looked up): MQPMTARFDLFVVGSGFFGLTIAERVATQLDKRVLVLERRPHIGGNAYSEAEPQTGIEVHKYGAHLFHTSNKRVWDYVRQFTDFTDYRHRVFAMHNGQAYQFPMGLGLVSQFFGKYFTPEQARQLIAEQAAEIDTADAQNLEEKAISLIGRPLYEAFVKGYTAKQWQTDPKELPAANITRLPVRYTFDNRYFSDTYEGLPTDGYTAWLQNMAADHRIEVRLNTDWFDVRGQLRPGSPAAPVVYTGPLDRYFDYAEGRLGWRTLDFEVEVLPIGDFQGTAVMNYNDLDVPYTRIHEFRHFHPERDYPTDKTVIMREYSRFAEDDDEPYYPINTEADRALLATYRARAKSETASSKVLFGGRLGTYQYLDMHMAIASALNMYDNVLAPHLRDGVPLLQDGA
# TcdB GH inh = TcdB glycohydrolase inhibitors, primary screen, biochemical, single point, plate reader; Toxin B (Clostridioides difficile), P18177; TcdB glycohydrolase enzymatic assay; inhibition, % at 9.99 µM; 0.24% of 350,000 active; in the data active = inhibition above about 10%
# Yp Topo-I inh = Yersinia pestis topoisomerase I inhibitors, primary screen, biochemical, cleavage product accumulation, plate reader, single point | DNA topoisomerase I (Yersinia pestis CO92) | 0.064% of 360,000 active | activity, % at 10 µM | Y. pestis Topo-I cleavage product accumulation; in the data active = activity above about 50%, passing the limit was not always enough; inconclusive = no clear call, values can overlap the other calls; note: inactives centre near 2
# Mtb BioA inh = M. tuberculosis BioA enzyme inhibitors, primary screen, biochemical, plate reader, single point, HTS; 7,8-diaminopelargonic acid synthase BioA (Mycobacterium tuberculosis); 0.096% of 360,000 active; inhibition, % at 9.99 µM; AID 602481, 2012; purified M. tuberculosis BioA enzyme; in the data active = inhibition above about 40%; inconclusive = no clear call, values can overlap the other calls
# FBA Mtb inh = Mtb FBA enzyme inhibitors, primary screen, biochemical, fluorescence, strain H37Rv; inhibition, % at 1 µM; 2.3% of 360,000 active; Fructose-bisphosphate aldolase (Mycobacterium tuberculosis (strain ATCC 25618 / H37Rv)), …; purified M. tuberculosis FBA, fluorescence read-out; AID 588726, 2011; in the data active = inhibition above about 27%;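 note: 0% = vehicle and 100% = reference inhibitor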
# Target sequence (P9WQA3 whole entry, looked up): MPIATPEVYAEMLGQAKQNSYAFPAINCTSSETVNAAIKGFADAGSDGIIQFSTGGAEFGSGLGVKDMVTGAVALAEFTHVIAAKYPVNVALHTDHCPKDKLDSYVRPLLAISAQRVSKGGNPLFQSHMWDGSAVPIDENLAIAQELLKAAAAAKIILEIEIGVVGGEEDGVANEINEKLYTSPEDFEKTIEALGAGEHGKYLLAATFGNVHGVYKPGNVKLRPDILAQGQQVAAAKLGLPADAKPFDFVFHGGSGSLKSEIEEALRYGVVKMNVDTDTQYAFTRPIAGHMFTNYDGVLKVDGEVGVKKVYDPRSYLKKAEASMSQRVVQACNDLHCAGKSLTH
# GDH-TPI counter = GDH-TPI coupling enzyme inhibitors, primary screen, artefact control for M. tuberculosis FBA inhibitor project, biochemical, absorbance, full deck | GDH-TPI coupled enzyme counterscreen, NADH absorbance | inhibition, % at 4.8 µM | 1.2% of 360,000 active | AID 588335, 2011; in the data active = inhibition above about 30%;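 note: 0% = DMSO wells and 100% = wells lacking the enzyme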
# PfHsp40 rescue = rescue of yeast from PfHsp40 toxicity, primary screen, S. cerevisiae, ATP luminescence. S. cerevisiae expressing PfHsp40, growth rescue. growth rescue, % at 12.5 µM. 0.68% of 340,000 active; in the data active = growth rescue above about 28%, passing the limit was not always enough; inconclusive = no clear call, values can overlap the other calls;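 note: yeast W303a lacking pdr1 and pdr3 grown in galactose medium; growth measured after three days at 30 °C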
# Starred values were filed as active, the others as inactive; i = inactive; ? = inconclusive; · = not tested or not shown.
# Every second line gives: BH1578 lux ind	FadD28 FP inh	UGM FP inh	TcdB GH inh	Yp Topo-I inh	Mtb BioA inh	FBA Mtb inh	GDH-TPI counter	PfHsp40 rescue
> Cn1nnnc1SCC(=O)N1CCN(c2ccc(Cl)cc2)CC1
 : 3.8	-0.8	-1.4	·	2	2.7	1	0	22
> CC(Oc1ccccc1Cl)C(=O)N1CCOCC1 (centres undefined)
 : -0.2	-1.7	4.8	0.5	-4	·	0	6	0.1
> O=C(COc1ccc([N+](=O)[O-])cc1)NN=C1CCCC1
 : -6.2	1.8	-1.0	-0.2	-1	-2.3	-1	8	1.6
> CCOC(=O)CSc1nc2ccccc2c(=O)n1CCCCCC(=O)NCc1ccco1
 : -0.3	-5.4	0.2	·	33	-0.4	-4	-12	-1.2
> COc1cc(C(=O)N2CCN(c3ccccc3O)CC2)ccc1OCC(=O)N1CCOCC1
 : -4.0	-3.4	-0.9	1.3	8	2.5	-1	-5	-1.0
> COC(=O)c1cc2ccc(OC)c(OC)c2c(=O)s1
 : i	-2.1	-1.1	·	-8	11	1	20	-0.8
> O=C1CC(c2ccc3c(c2)OCCO3)Oc2ccc([N+](=O)[O-])cc21 (centres undefined)
 : i	-2.6	2.8	1.1	1	-0.4	-5	8	-0.5
> CN(C(=O)c1cc(COc2c(F)cccc2F)on1)C1CCOC1 (centres undefined)
 : -0.1	-0.5	-0.2	-0.6	6	0.1	-2	-10	-1.4
> Cc1ccc(C2CC(=O)NC(SCc3ccccc3)=C2C#N)cc1 (centres undefined)
 : -0.3	-3.3	0.9	·	-6	-1.6	-1	2	-0.1
> Cc1ccc(S(=O)(=O)N2CCC[C@H]2C(=O)OCC(=O)N2CCc3ccccc32)cc1
 : -1.2	0.4	2.2	0.6	14	-3.8	2	-6	-2.4
> CCCNC(=O)C1(C)CCN(C(=O)c2ccc(C)c(F)c2)C1 (centres undefined)
 : -0.2	-2.9	·	1.1	5	4.4	-4	-2	·
> CCN(CC)c1ccc(/C=N/Nc2nc(C)cc(C)n2)cc1
 : i	-5.2	-1.3	1.7	-2	-1.9	-5	26	·
> CC(CNC(=O)Cn1cnc2c(OCc3ccccc3)ncnc21)c1ccccc1 (centres undefined)
 : i	-2.9	-1.8	-0.2	13	0.0	-3	2	0.2
> CCOC(=O)N1CCN(CCC(=O)Nc2ccccc2OC)CC1
 : i	-0.1	-0.9	·	-11	3.9	2	5	1.6
> O=C1NC(=S)NC1=Cc1ccco1
 : i	3.0	·	-6.6	-13	-1.9	0	17	0.0
> O=C(NCCCN1CCOCC1)c1ccc(CS(=O)(=O)Cc2ccc(Cl)cc2)o1
 : 1.3	-1.1	-0.8	·	-1	·	0	-4	0.8
> Cc1ccc(N2CC(C(=O)Nc3c4c(nn3C(C)(C)C)CS(=O)(=O)C4)CC2=O)cc1C (centres undefined)
 : i	0.8	1.8	0.4	7	-1.3	3	-3	-0.9
> CC(=O)c1cccc(OCC(=O)c2cc(C)n(-c3cc(C)on3)c2C)c1
 : -0.2	-0.1	2.4	16*	20	11	1	4	-0.6
> N#C/C(=C(/O)COC(=O)c1ccc(C#N)cc1)c1nc2ccccc2s1
 : -0.8	-1.2	1.3	0.1	-8	-0.8	-1	24	5.9
> CN(C)C=NC(=O)c1cc(C(=O)c2ccc(F)cc2)c[nH]1
 : -0.9	0.2	-2.8	-1.1	-1	-0.8	3	3	1.7
> Cc1cc(C)nc(SCC(=O)c2c(N)n(C)c(=O)n(C)c2=O)n1
 : i	2.0	-1.2	·	7	0.3	6	-10	-1.4
> CCn1c(=NC(=O)c2cccc(N3C(=O)CCC3=O)c2)sc2c(OC)ccc(OC)c21
 : 0.0	-1.7	3.6	0.8	3	-1.6	0	5	1.2
> Cc1c(C)n(Cc2ccc(F)cc2)c2ccc(C(=O)NCCCN3CCOCC3)cc12
 : -0.6	0.0	0.6	1.0	19	4.9	1	6	-1.3
> Cc1cccc(C)c1-n1nnnc1C(c1cc2ccccc2o1)N1CCC(n2c(=O)[nH]c3ccccc32)CC1 (centres undefined)
 : ·	0.0	·	0.7	·	-0.1	1	·	·
> CCc1sc(C(=O)NCCCN2CCCC2=O)cc1Br
 : i	-1.4	7.7	1.1	-5	-3.4	10	4	-0.7
> O=C(NCCCO)c1nnc(Cc2c(F)cccc2Cl)o1
 : -0.2	-0.8	1.2	·	3	-1.3	-1	6	0.3
> OC(COCC(F)(F)C(F)(F)C(F)(F)C(F)F)Cn1c2ccc(Cl)cc2c2cc(Cl)ccc21 (centres undefined)
 : -3.4	-2.8	2.3	·	-5	·	-5	4	-1.6
> CC[n+]1c(C)sc2c(C)cc(C)cc21
 : 0.4	-3.8	1.3	2.5	19	-1.9	-1	-4	0.2
> Cn1c(Cc2ccccc2)n[nH]c1=S
 : -0.4	-4.6	1.8	-0.7	0	·	0	2	0.1
> O=C1CCCC2=C1C(c1ccsc1)CC(=O)N2c1nnc(SCc2ccccc2)s1 (centres undefined)
 : -0.4	-2.7	·	0.8	46	-0.3	-1	1	2.6
> COc1ccc(Nc2cc(C(=O)NCCCN3CCOCC3)c3ccccc3n2)c(OC)c1
 : -0.6	-2.4	0.4	·	-6	-0.6	0	5	-0.6
> Oc1ccc(Nc2nc(-c3ccccc3O)nc3ccccc23)cc1
 : -0.3	3.5	-0.9	1.1	-37	-0.6	-4	12	?
> CCOC(=O)c1ccc(Nc2cc(C)nc(N3CCOCC3)n2)cc1
 : -5.0	-1.2	0.7	·	0	-1.2	3	28	0.2
> Cc1noc(C)c1-c1ccc(C(=O)NCCN2CCOCC2)c2occc12
 : -0.3	-3.7	·	-0.2	-4	0.9	2	-8	·
> Fc1ccccc1C1c2[nH]c3ccccc3c2CCN1CCCn1cccn1 (centres undefined)
 : 1.6	0.7	-0.4	1.6	6	·	8	1	-0.9
> CCCCCc1ccc(-c2cn(Cc3ccc(C(=O)c4ccccc4)cc3)nn2)cc1
 : 0.5	-2.4	-0.8	0.5	-8	-0.3	0	-5	-0.1
> C=CCNC(=S)NNC(=O)c1cccn(Cc2ccc(Cl)cc2)c1=O
 : i	-0.9	-5.7	1.0	6	2.1	3	20	1.8
> Cc1cc(C)c(C#N)c(SCC(O)CS(=O)(=O)Cc2ccccc2)n1 (centres undefined)
 : i	-1.3	0.1	1.7	-1	2.4	3	6	-0.1
> COCCNc1nc(N)c([N+](=O)[O-])c(NCCO)n1
 : i	0.2	-1.1	·	0	·	-5	27	-0.8
> Cc1c(Cl)cnc(NC(=O)COC(=O)C2CCCC2)c1Cl
 : -0.3	-1.7	0.5	1.2	6	1.1	-2	-8	-0.2
> CC(NC(=S)Nc1ccccc1Cl)C(c1cccs1)N1CCCC1 (centres undefined)
 : -0.3	-3.5	-2.6	-0.6	2	2.6	-1	-1	-0.7
> COc1ccc(NC(=O)COC(=O)CO/N=C(\C)c2ccc3c(c2)OCO3)cc1S(N)(=O)=O
 : 0.7	-3.0	1.7	1.6	3	-2.0	-1	7	-1.0
> COc1cc(C(=O)Nc2c(C(=O)O)[nH]c3ccccc23)cc(OC)c1OC
 : -1.4	-0.2	-2.4	0.9	1	0.4	4	16	-0.9
> COc1cc(CNCCSc2nnnn2C)cc(Br)c1OCc1ccccc1
 : -0.4	-1.3	0.2	1.0	23	0.4	2	3	0.3
> O=C(NCCc1c[nH]c2ccccc12)c1cc(S(=O)(=O)N2CCCCC2)ccc1N1CCOCC1
 : 0.7	-3.1	0.0	·	22	-0.9	2	-5	0.3
> O=C(c1[nH]c(C(F)(F)F)nc1-c1ccccc1)N1CCCN(Cc2ccc(F)cc2)CC1
 : ·	-0.9	·	0.9	·	-0.2	-1	·	·
> Fc1ccc(C2CC(c3ccco3)=Nc3ccccc3S2)cc1 (centres undefined)
 : -0.3	-2.0	0.0	1.2	25	·	-4	12	-1.1
> CN(CC(=O)Nc1cccnc1)S(=O)(=O)c1ccccc1
 : -0.4	-3.7	-0.4	·	3	4.1	0	1	-0.3
> CCN(Cc1ccccc1)c1ccc(/C=N/NC(=S)NC(C)C)cc1
 : -0.1	-2.4	1.0	·	9	·	21	11	-1.5
> Nc1ccc(/C=C/C(=O)c2cccs2)cc1
 : -0.6	-0.4	-0.9	-0.2	3	·	-12	20	-1.1

# 2 of the compounds above, as tab-separated lines:
compound	BH1578 lux ind	FadD28 FP inh	UGM FP inh	TcdB GH inh	Yp Topo-I inh	Mtb BioA inh	FBA Mtb inh	GDH-TPI counter	PfHsp40 rescue
Fc1ccc(C2CC(c3ccco3)=Nc3ccccc3S2)cc1 (centres undefined)	-0.3	-2.0	0.0	1.2	25	·	-4	12	-1.1
COc1cc(C(=O)Nc2c(C(=O)O)[nH]c3ccccc23)cc(OC)c1OC	-1.4	-0.2	-2.4	0.9	1	0.4	4	16	-0.9

# (continued)
# Every second line gives: BH1578 lux ind	FadD28 FP inh	UGM FP inh	TcdB GH inh	Yp Topo-I inh	Mtb BioA inh	FBA Mtb inh	GDH-TPI counter	PfHsp40 rescue
> Cc1ccc([N+](=O)[O-])cc1NC(=S)NC(=O)c1c(Cl)cnn1C
 : 0.0	-0.9	·	2.2	-9	-2.8	1	3	-0.2
> C=CCOC(=O)C1=C(C)OC(N)=C(C#N)C1c1ccoc1 (centres undefined)
 : i	0.7	-5.6	·	-2	6.0	6	6	-1.6
> CSCCNC(=O)c1ccc(C(C)(C)C)cc1
 : 2.0	-2.4	2.5	·	-7	4.7	-11	-1	0.5
> COc1cc(OC)c(OC)cc1CN1CCN(S(=O)(=O)c2ccc(NC(C)=O)cc2)CC1
 : 0.8	-0.8	0.7	0.5	-2	·	2	-1	-0.5
> CC(C)c1ccccc1NC(=O)COC(=O)/C=C/c1cccc([N+](=O)[O-])c1
 : -0.2	-0.4	1.0	1.4	-5	·	-1	-3	0.7
> COc1ccc(N/C=C2/CCCCC2=O)cc1
 : -0.2	0.2	1.7	·	-8	-2.0	3	27	0.0
> Cn1c(SCc2nc3ccccc3[nH]2)nnc1-c1ccccn1
 : ·	-2.3	-3.0	·	-6	1.2	-3	6	-1.0
> COc1ccc(-n2nc3c(c2NC(=O)c2c(F)cccc2Cl)CS(=O)C3)cc1 (centres undefined)
 : -0.3	-0.9	0.3	0.0	3	0.9	2	5	0.2
> Cc1ccccc1N1C(=O)C(Oc2ccc(Cl)cc2)C1CNC(C)(C)C (centres undefined)
 : -0.8	-0.4	-3.8	0.0	3	1.6	-2	-6	-1.2
> Cc1ccc(OCC(=O)Nn2cnc3ccccc32)cc1
 : i	-0.8	-1.1	·	0	-129	6	-2	-0.4
> COc1ccc(-c2cc(C(=O)N3CCN(c4ccccc4)CC3)no2)cc1
 : -0.5	0.4	0.4	0.9	32	1.0	-4	0	5.8
> CC(=O)c1ccc(N2CCN(C(=O)c3nn(Cc4ccccc4)c(=O)c4ccccc34)CC2)cc1
 : -0.2	-2.6	-4.1	·	21	·	-3	22	0.1
> O=C(C=C(O)c1ccc(Cl)cc1)C(=O)NNC(=O)C(O)(c1ccccc1)c1ccccc1
 : i	-6.0	·	1.0	0	·	-1	12	1.8
> Cc1ccc(C)c(N(C(=O)CNC(=O)c2ccco2)C(C(=O)NC2CCCCC2)c2ccncc2)c1 (centres undefined)
 : -0.3	2.0	0.5	0.4	4	-2.0	-1	1	-0.7
> COC(=O)C1=CN(C)C=C(C(=O)OC)C1c1ccc(O)c(OC)c1
 : 1.2	0.6	1.7	4.0	0	0.2	2	-6	-0.6
> O=C(COC(=O)c1ccc2[nH]c3c(c2c1)CCCC3)Nc1ccccc1
 : -0.2	0.0	-1.1	0.9	5	·	-2	-4	0.2
> Cc1noc(C)c1S(=O)(=O)Nc1ccccc1OC(F)(F)F
 : 0.6	0.2	0.4	1.5	7	-3.6	1	1	1.3
